# Screens: PubChem, National Center for Advancing Translational Sciences (NCATS)
# CBFb RUNX1 block – qHTS Assay for Compounds Blocking the Interaction Between CBF-beta and RUNX1 for the Treatment of Acute Myeloid Leukemia | Potency, µM (series often up to 59.8 µM), inactives show at the highest dose activity, negative = inhibition, most hits filed as inhibitors | 230,000 tested, under 10 active | Runt-related transcription factor 1 (Homo sapiens) + Core-binding factor subunit beta … | AlphaScreen CBFb-His/RUNX1-biotin binding, biochemical; also: % of control where 0% means no effect
# Target sequence (Q01196 whole entry, looked up): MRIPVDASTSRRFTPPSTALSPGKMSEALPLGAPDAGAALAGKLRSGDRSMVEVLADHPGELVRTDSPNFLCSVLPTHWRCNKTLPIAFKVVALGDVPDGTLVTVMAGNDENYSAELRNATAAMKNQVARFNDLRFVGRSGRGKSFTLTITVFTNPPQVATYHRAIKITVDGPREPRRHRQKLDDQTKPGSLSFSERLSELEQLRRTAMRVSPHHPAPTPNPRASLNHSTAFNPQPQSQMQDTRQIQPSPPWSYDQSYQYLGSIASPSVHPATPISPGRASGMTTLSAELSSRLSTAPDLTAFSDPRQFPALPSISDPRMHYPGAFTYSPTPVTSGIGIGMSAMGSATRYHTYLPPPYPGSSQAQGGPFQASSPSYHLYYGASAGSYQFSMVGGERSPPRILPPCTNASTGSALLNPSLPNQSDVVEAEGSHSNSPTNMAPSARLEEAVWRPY
# Target sequence (Q13951 whole entry, looked up): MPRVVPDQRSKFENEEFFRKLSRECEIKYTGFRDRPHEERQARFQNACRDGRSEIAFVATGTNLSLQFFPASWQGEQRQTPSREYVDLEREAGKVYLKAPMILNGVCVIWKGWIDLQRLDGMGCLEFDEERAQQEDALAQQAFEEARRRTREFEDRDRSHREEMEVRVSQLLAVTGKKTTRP
#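 AlphaScreen proximity signal reports loss of binding between His-tagged CBF-beta and biotin-labelled RUNX1, each at 30 nM. Proteins are pre-associated for 20 minutes, compounds added for 15 minutes, then beads for 90 minutes, all at ambient temperature.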
# Tau fluor counter – Counterscreen qHTS for Inhibitors of Tau Fibril Formation, Fluorescence Polarization | 280,000 compounds, 0.93% hits | Potency, µM (highest dose often 57.7 µM), for inactives: at the top dose activity change, negative = decrease | tau K18 P301L Alexa594 fluorescence, heparin fibrillization | AID 1463, 2008; also: potency is read from the fitted curve at half-maximal effect; % is scaled to controls: 0 for no effect and ±100 for the full control effect; nearly all actives have a fitted effect of over 55% in size
#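 Human tau K18 P301L (15 uM unlabeled, 0.24 uM Alexa 594-labeled) in 100 mM sodium acetate pH 7 with 20 uM heparin, 6 hr at 37 C. ThT 30 uM added, 1 hr ambient; Alexa 594 FP and total fluorescence read at 555/632 nm.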
# TRb SRC2 PPI – qHTS for Inhibitors of the Interaction of Thyroid Hormone Receptor and Steroid Receptor Coregulator 2; Thyroid hormone receptor beta (Homo sapiens), P10828; TRbeta-SRC2 peptide binding, fluorescence polarization; receptor liganded with 1 µM T3; Potency, µM (series often up to 106 µM), inactives show at the top dose activity change, negative = inhibition, hits mostly inhibitors; 280,000 compounds, 0.065% hits;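 also: potency is read from the fitted curve at half-maximal effect; plate controls were bound peptide for no effect and peptide without receptor for full effect; nearly all actives have a fitted effect of over 50% in size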
#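 Human TRb ligand-binding domain (0.6 uM) is mixed with 20 nM Texas Red SRC2 peptide and 1 uM T3; after compound addition and 5 hr at ambient temperature, polarization is measured and normalized to unbound and bound controls.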
# NPSR antagonist – qHTS Assay for Antagonists of the Neuropeptide S Receptor: cAMP Signal Transduction | Potency, µM (top dose mostly 38.3 µM), for the others: at the top dose activity change, negative = inhibition, hits mostly inhibitors | AID 1461, 2008 | 220,000 compounds, 1% hits | Q6W5P4 | CHO-NPSR cells, cAMP TR-FRET, antagonist mode; also: potency is read from the fitted curve at half-maximal effect; % is scaled to controls: 0 for no effect and ±100 for the full control effect; nearly all actives have a fitted effect of over 50% in size; many of its hits are not listed in these tables
# Target sequence (Q6W5P4 whole entry, looked up): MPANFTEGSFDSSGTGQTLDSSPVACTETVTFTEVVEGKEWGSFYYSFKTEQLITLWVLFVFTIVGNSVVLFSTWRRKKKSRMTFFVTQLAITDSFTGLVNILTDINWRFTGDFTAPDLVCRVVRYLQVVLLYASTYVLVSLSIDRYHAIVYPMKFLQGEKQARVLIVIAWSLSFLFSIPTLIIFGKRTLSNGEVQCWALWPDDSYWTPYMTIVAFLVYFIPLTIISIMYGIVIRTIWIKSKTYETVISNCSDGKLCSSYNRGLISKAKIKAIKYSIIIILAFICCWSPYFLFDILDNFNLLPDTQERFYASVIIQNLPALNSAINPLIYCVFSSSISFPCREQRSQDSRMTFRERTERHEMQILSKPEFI
# TR SRC2 fluor cs – Total Fluorescence Counterscreen for Inhibitors of the Interaction of Thyroid Hormone Receptor and Steroid Receptor Coregulator 2 | TRb/SRC2 Texas Red total fluorescence interference | Potency, µM (highest dose often 106 µM), inactives show top-dose fluorescence change, negative = quenching | 280,000 compounds, 0.29% hits | AID 1479, 2009; active = well fitted curve in either direction with a large enough effect; inconclusive = small, poorly fitted or top-dose-only effect; also: potency is read from the fitted curve at half-maximal effect; % is scaled to controls: 0 for no effect and ±100 for the full control effect
#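 Human TRβ ligand-binding domain (0.6 uM) and Texas Red SRC2 peptide (20 nM) in Tris buffer with 1 uM T3 and 5% DMSO were incubated with pinned compound for 5 hr at ambient temperature. Total fluorescence was computed as S + 2P (555/632 nm).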
# Epigenetic reg – Quantitative High-Throughput Screen for Regulators of Epigenetic Control; Potency, µM (titrated, usually from 53.9 µM), for the others: at the top dose GFP activation, usual class: activators; murine LDR cells, GFP reporter derepression, 30 h; 280,000 compounds, 0.2% hits; also: potency is read from the fitted curve at half-maximal effect; % of control where 0% means no effect; nearly all actives have a fitted effect of over 60% in size
#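 Derepression of a silenced CMV-GFP reporter in murine LDR cells is scored by enumerating GFP-positive cells with a laser-scanning microplate cytometer after 30 hours of treatment at 37 C.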
# aGal spleen mod – qHTS Assay for Inhibitors and Activators of Human alpha-Galactosidase From Spleen Homogenate. Alpha-galactosidase A (Homo sapiens), P06280. 240,000 compounds, 0.008% hits. AID 2107, 2009. Potency, µM (doses to about 80 µM), for the others: top-dose activity change, negative = inhibition, actives largely listed as inhibitors. human spleen homogenate, 4MU-alpha-Gal fluorescence, 40 min;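 also: potency is read from the fitted curve at half-maximal effect; 0% = enzyme with vehicle and -100% = no enzyme basal signal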
#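 Human spleen homogenate (1 ug) as enzyme source, 4-methylumbelliferyl-alpha-D-galactopyranoside 1 mM final, citrate/phosphate pH 5.0 with 0.01% Tween-20. Compounds 40 min at 37C, NaOH/glycine stop; fluorescence Ex 365/Em 440, Hill-fit AC50.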
# Tau FP inhib – qHTS for Inhibitors of Tau Fibril Formation, Fluorescence Polarization | Microtubule-associated protein tau (Homo sapiens), P10636 | K18 P301L tau heparin fibrillization, Alexa594 FP, 6 h | Potency, µM (top dose mostly 57.7 µM), without a hit: at the highest dose activity, negative = inhibition, usual class: inhibitors | 280,000 compounds, 0.39% hits; also: potency is read from the fitted curve at half-maximal effect; % is scaled to controls: 0 for no effect and ±100 for the full control effect; nearly all actives have a fitted effect of over 55% in size
#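 Read-out: fluorescence polarization of Alexa 594-labeled tau (0.24 uM), 555 nm excitation, 632 nm emission. Mixtures held 15 uM unlabeled K18 P301L, compound and 20 uM heparin, pH 7 acetate buffer, incubated 6 hr at 37 C.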
# Starred values were filed as active, the others as inactive; ? = inconclusive; . = not tested or not shown; [ ] = remark or other dose. Unless noted, calls follow the shape of the dose curve; as a rule, active = well fitted curve in the direction sought with a large enough effect; inconclusive = small, poorly fitted or top-dose-only effect, or another doubt; inactive = no such curve, though single readings can be large; an effect the other way counts as inactive or inconclusive.
nr	SMILES	CBFb RUNX1 block	Tau fluor counter	TRb SRC2 PPI	NPSR antagonist
1	OCc1cnc(SCc2ccccc2)n1Cc1ccccc1	7%	-11%	9%	-19%
2	CCc1nnc(NC(=O)CSc2nc(-c3ccccc3)c(-c3ccccc3)o2)s1	2%	-8%	7%	-1%[46.1 µM]
3	CC(C)(C)N1CC(c2nc3ccccc3n2Cc2ccc(F)cc2)CC1=O (stereo not given)	3%	-9%	-8%	-14%[46.1 µM]
4	CCN(CC)S(=O)(=O)c1ccc(Cl)c(C(=O)NCC2CCCO2)c1 (stereo not given)	6%	1%	8%	-5%[46.1 µM]
5	O=C(/C=C/c1cccs1)N1CCC2(CC1)Oc1ccc(F)cc1C(=O)C21CC(c2ccccc2)=NO1 (stereo not given)	0%	-9%	1%	-14%
6	Cc1cc(C(=O)Cn2nc(C(=O)O)c3ccccc3c2=O)c(C)n1C1CC1	-1%	7%	3%	17%
7	CC(=O)c1ccc(NC(=O)CSc2ccc3nnc(-c4cccnc4)n3n2)cc1	-3%	-7%	-2%	15%
8	COc1ccc(-c2cc(-c3ccc(C)cc3)nc3c2COc2ccccc2-3)cc1	.	-15%	-3%	.
9	Cc1noc(/C=C/Nc2ccc(F)cc2F)c1[N+](=O)[O-]	0%	-18%	2%	-36%
10	COC(=O)c1cccc(CSc2nnc(-c3ccco3)n2-c2ccccc2)c1	-4%	0%	7%	-25%[46.1 µM]
11	CCC(=O)N1CCc2cc(CNC(=O)Nc3cc(Cl)ccc3C(=O)OC)ccc21	.	-7%	5%	.
12	CCOC(=O)c1nn(-c2ccc(OCC)cc2)c2nc(-c3ccco3)c(C#N)c(=O)n12	-7%	-24%	-5%	-27%
13	CCCC(=O)n1nc(-c2ccco2)nc1N	3%	-5%	12%	3%[46.1 µM]
14	COc1cccc(C(=O)N2CCN(S(=O)(=O)Cc3ccccc3)CC2)c1OC	1%	-1%	-5%	14%
15	C=CCn1c(C)cc(C(=O)CSc2nnc(NCc3ccccc3)s2)c1C	?	-10%	-9%	-20%[46.1 µM]

nr	TR SRC2 fluor cs	Epigenetic reg	aGal spleen mod	Tau FP inhib
1	0%	-1.9%	-1%	-8%
2	3%	2.3%	-3%	-8%
3	-4%	0.3%	8%	5%
4	2%	-1.6%	1%	4%
5	-2%	0.9%	-13%	0%
6	1%	-1.5%	6%	4%
7	-1%	-3.7%	-3%	-1%
8	-3%	?	.	?
9	-1%	?	-22%	0%
10	-1%	0.0%	3%	6%
11	?	1.7%	.	-8%
12	-4%	7.7%	-6%	-6%
13	-1%	0.2%	-3%	-3%
14	0%	-1.0%	-5%	1%
15	0%	-0.6%	-8%	?

# Continued.
nr	SMILES	CBFb RUNX1 block	Tau fluor counter	TRb SRC2 PPI	NPSR antagonist
16	O=C(COC(=O)c1cnc(Cl)c(Cl)c1)NCc1ccco1	?	1%	-3%	2%
17	Cc1ccc(NS(=O)(=O)c2c(C)[nH]c(=O)[nH]c2=O)c(C)c1	.	-7%	1%	.
18	O=C(CSc1nc(-c2ccc(F)cc2)cs1)N1CCOCC1	-2%	7%	-10%	-10%[46.1 µM]
19	CCOc1ccc(C2N(c3ccc(F)cc3)C(=O)C3CCCN32)cc1 (stereo not given)	0%	-3%	0%	-4%[46.1 µM]
20	CCOC(=O)c1c(C)n(C)c2ccc(OC)c(NC(=O)CCN3CCC(Cc4ccccc4)CC3)c12	-3%	2%	8%	23%
21	CC(=O)Nc1sc(N/N=C/c2ccc(O)cc2)nc1-c1ccc(C)cc1	-3%	?	1%	-16%
22	Cc1c(NC(=O)Nc2ccc(Br)cc2F)sc2nc3n(c(=O)c12)CCC(C)CC3 (stereo not given)	.	-24%	-1%	.
23	O=C(CCc1ccccc1)NNC(=O)C12CC3CC(CC(C3)C1)C2	5%	-4%	3%	3%[46.1 µM]
24	Cc1cc(OCCn2c(CCNC(=O)C3CCCCC3)nc3ccccc32)ccc1Cl	.	-2%	6%	.
25	COc1cc(/C=N/NC(=O)c2cccnc2)ccc1OCC(=O)Nc1ccccc1Cl	?	-5%	2%	-2%
26	O=C(CCSc1ccc(Cl)cc1)NN=C1CCCCCC1	6%	-12%	1%	-4%
27	Cc1ccc(COC(=O)c2[nH]c3c(c2C)C(=O)CC(c2ccc(Cl)cc2)C3)cc1 (stereo not given)	.	-1%	-4%	.
28	CS(=O)(=O)NCCSCc1c(F)cccc1Cl	6%	-2%	-4%	22%[46.1 µM]
29	CC(C)NC(=O)C1CCCN(S(=O)(=O)c2cccs2)C1 (stereo not given)	1%	-1%	3%	11%[46.1 µM]
30	CC(NCc1ccc2c(c1)OCO2)C(=O)NC1CCCCC1 (stereo not given)	-5%	8%[2.34 µM]	-3%	-11%

nr	TR SRC2 fluor cs	Epigenetic reg	aGal spleen mod	Tau FP inhib
16	-4%	-2.7%	-9%	4%
17	-5%	0.0%	.	-10%
18	0%	2.7%	-9%	8%
19	-5%	2.7%	1%	7%
20	-3%	-2.0%	4%	10%
21	0%	0.0%	3%	17%
22	4%	11%	.	8%
23	1%	-1.0%	-2%	0%
24	-4%	?	.	-2%
25	-2%	1.1%	-4%	-5%
26	-1%	9.6%	6%	4%
27	0%	1.5%	.	-10%
28	-3%	1.8%	-4%	2%
29	-5%	-1.5%	16%	12%
30	-1%	2.3%	12%	6%

# The list goes on.
nr	SMILES	CBFb RUNX1 block	Tau fluor counter	TRb SRC2 PPI	NPSR antagonist
31	CN(CC(=O)Nc1ccc(F)cc1[N+](=O)[O-])Cc1ccccc1	?	-16%	-12%	-11%
32	Cc1nc(S(=O)(=O)c2ccc(Cl)cc2)nc2c1CCC2	3%	1%	1%	-5%[46.1 µM]
33	O=C(Cn1cc(SCc2ccc(C(F)(F)F)cc2)c2ccccc21)N1CCCCCC1	.	?	-1%	.
34	Cc1cc(Nc2ccc(F)c(Cl)c2)n2ncnc2n1	12%	2%	-13%	2%[46.1 µM]
35	Cc1cc(C)cc(NC(=O)C2CCN(S(=O)(=O)c3ccc4c(c3)oc(=O)n4C)CC2)c1	.	-19%	-2%	.
36	CN(C)C(=O)c1snnc1-c1ccccc1	-4%	1%	-15%	-3%[46.1 µM]
37	CCOc1cc(/C=C(\C#N)C(=O)Nc2ccc(C)cc2)ccc1OCc1cc(=O)n2nc(CC)sc2n1	.	3%	-5%	.
38	Cc1ccc(F)cc1NC(=O)N1CCN(C2c3ccccc3-c3ccccc32)CC1	4%	-24%	-2%	?
39	CCOC(=O)c1c(C)[nH]c(=S)c(C#N)c1-c1ccc(OC)cc1	5%	-16%	-5%	-18%[46.1 µM]
40	COc1ccc(N=Nc2n(C)c3ccccc3[n+]2C)cc1	-3%	?	-4%	-47%
41	CCCCC(=O)NC(=S)NNC(=O)CC#N	8%	-9%	-1%	2%[46.1 µM]
42	CC(=O)c1ccc(NC(=O)c2nn(C)c3c2CS(=O)(=O)c2ccccc2-3)cc1	.	-14%	-6%	.
43	Cc1nc2ccccc2cc1OCc1ccccc1	9%	-7%	-1%	-19%[46.1 µM]
44	O=S(=O)(NC1=NCCCCCC1)c1cccs1	5%	4%	-13%	-5%[46.1 µM]
45	C/C(=N/N1CCN(c2ccccn2)CC1)c1cccc([N+](=O)[O-])c1	-3%	-7%	5%	5%

nr	TR SRC2 fluor cs	Epigenetic reg	aGal spleen mod	Tau FP inhib
31	0%	2.9%	-18%	12%
32	-1%	4.6%	7%	2%
33	-1%	1.3%	.	-5%
34	-1%	-0.8%	17%	7%
35	-1%	-3.7%	.	-3%
36	-1%	-2.2%	4%	-1%
37	-1%	-0.4%	.	1%
38	-1%	-2.9%	-13%	-8%
39	-2%	-1.0%	-5%	-6%
40	4%	-1.0%	5%	?
41	-2%	-1.0%	6%	1%
42	8%	1.4%	.	-2%
43	-5%	1.1%	-3%	3%
44	0%	2.9%	1%	5%
45	-3%	0.0%	-1%	3%

# The list goes on.
nr	SMILES	CBFb RUNX1 block	Tau fluor counter	TRb SRC2 PPI	NPSR antagonist
46	CCCCn1c(SCC2CCCCO2)nc2cc(S(N)(=O)=O)ccc21 (stereo not given)	5%	4%	-1%	-12%[46.1 µM]
47	O=[N+]([O-])c1ccc(/C=N/Nc2nc(NCc3ccccc3)nc(N3CCOCC3)n2)cc1	1%	?	4%	-40%
48	COc1ccccc1OCc1nnc(SCC(=O)NCc2ccco2)n1-c1ccccc1	2%	3%	4%	2%
49	CNC(=S)Nc1ccc2[nH]c(=O)[nH]c2c1	-1%	2%	2%	14%

nr	TR SRC2 fluor cs	Epigenetic reg	aGal spleen mod	Tau FP inhib
46	-5%	-0.4%	4%	0%
47	-7%	2.3%	-4%	-15%
48	1%	0.0%	22%	9%
49	-1%	1.1%	-7%	9%

# In a second layout: results already given
48) COc1ccccc1OCc1nnc(SCC(=O)NCc2ccco2)n1-c1ccccc1
49) CNC(=S)Nc1ccc2[nH]c(=O)[nH]c2c1
47) O=[N+]([O-])c1ccc(/C=N/Nc2nc(NCc3ccccc3)nc(N3CCOCC3)n2)cc1
assay / entry	48	49	47
CBFb RUNX1 block	2%	-1%	1%
Tau fluor counter	3%	2%	?
TRb SRC2 PPI	4%	2%	4%
NPSR antagonist	2%	14%	-40%
TR SRC2 fluor cs	1%	-1%	-7%
Epigenetic reg	0.0%	1.1%	2.3%
aGal spleen mod	22%	-7%	-4%
Tau FP inhib	9%	9%	-15%

# An excerpt; the hit share may differ from the screen's.
